TEAD-YAP block: TEAD-YAP interaction inhibition; HEK-TIYL cells, TEAD-Gal4/YAP UAS-luciferase luminescence; inhibition, % at 9.12 µM; actives 1.4% (n = 640,000); in the data active = inhibition above about 32%;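 note: 0% = median of test compound wells and 100% = reference inhibitor wells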
FBW7 activator: human FBW7 E3 ligase activation, primary screen | Q969H0 | AlphaScreen FBW7–phospho-cyclin E peptide binding, activator screen | normalized activity (activation), % at 26.1 µM | actives 0.13% (n = 650,000) | AID 1259310; in the data active = normalized activity above about 1.9%;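 note: purified mutant Fbw7 with reduced substrate affinity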
MITF inh: blocks human microphthalmia-associated transcription factor; AlphaScreen MITF homodimerization, bead proximity signal; inhibition, % at 2.6 µM; actives 0.91% (n = 650,000); in the data active = inhibition above about 50%;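 note: 0% = vehicle wells with protein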
Target sequence (O75030 whole entry, looked up): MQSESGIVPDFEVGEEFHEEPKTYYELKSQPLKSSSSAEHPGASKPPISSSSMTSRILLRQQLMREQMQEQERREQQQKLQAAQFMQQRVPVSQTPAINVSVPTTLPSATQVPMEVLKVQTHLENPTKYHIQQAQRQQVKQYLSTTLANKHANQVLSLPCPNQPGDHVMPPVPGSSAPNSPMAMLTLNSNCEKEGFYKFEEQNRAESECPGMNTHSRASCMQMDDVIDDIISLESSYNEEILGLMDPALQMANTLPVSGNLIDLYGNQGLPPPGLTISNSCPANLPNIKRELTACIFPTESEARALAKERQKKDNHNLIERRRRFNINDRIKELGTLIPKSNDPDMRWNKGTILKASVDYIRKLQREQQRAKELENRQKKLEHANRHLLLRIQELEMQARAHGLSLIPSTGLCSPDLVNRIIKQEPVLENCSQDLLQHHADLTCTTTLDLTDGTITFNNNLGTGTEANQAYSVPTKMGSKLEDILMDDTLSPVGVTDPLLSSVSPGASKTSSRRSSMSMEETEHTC
GPR151 ag: human GPR151 activation; Q8TDV0; PathHunter beta-arrestin GPR151 cells, luminescence; activation, % at 11.2 µM; actives 1% (n = 650,000); AID 1508602; in the data active = activation above about 4.9%;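 note: 0% = median of compound wells and 100% = cells with positive control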
Target sequence (Q8TDV0 whole entry, looked up): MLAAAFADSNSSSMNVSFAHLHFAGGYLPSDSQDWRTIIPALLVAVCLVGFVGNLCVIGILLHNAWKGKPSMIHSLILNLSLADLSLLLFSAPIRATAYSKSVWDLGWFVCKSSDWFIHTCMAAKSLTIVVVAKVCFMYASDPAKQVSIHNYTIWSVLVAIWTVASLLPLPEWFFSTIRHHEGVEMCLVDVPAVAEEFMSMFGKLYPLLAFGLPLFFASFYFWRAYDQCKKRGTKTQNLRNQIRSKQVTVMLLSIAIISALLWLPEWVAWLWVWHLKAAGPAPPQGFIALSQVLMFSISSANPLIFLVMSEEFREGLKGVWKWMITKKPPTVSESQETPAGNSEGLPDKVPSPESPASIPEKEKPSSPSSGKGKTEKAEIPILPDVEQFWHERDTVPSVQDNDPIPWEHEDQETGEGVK
* hit, by the source's call; · = not tested or not shown.

SMILES	TEAD-YAP block	FBW7 activator	MITF inh	GPR151 ag
CCCCCCSc1nnc2c(n1)OC(c1ccc(C)o1)N(C(C)=O)c1ccccc1-2 (stereo unspecified)	6	0.2	9	1.3
CCOc1ccccc1C(=O)Nc1sc(C)c(C)c1C(N)=O	8	0.3	21	-0.4
O=C(NCc1nc2ccccc2[nH]1)C1CCN(c2ccc(N3CCCC3CO)nn2)CC1 (stereo unspecified)	-5	0.1	20	-0.9
CCOC(=O)C1=C(C)N=c2s/c(=C/c3cn(Cc4ccc(Cl)c(Cl)c4)c4ccccc34)c(=O)n2C1c1ccccc1 (stereo unspecified)	-1	0.0	-1	-0.9
O=C(CSc1nc2[nH]ncc2c(=O)[nH]1)NCc1ccco1	-5	0.0	-4	1.4
O=C(CN(C1CCCCC1)S(=O)(=O)c1ccc(Br)cc1)N1CCN(c2ccc(F)cc2)CC1	2	-0.2	-2	-1.1
O=C(CC1COc2ccccc2O1)Nc1ccccn1 (stereo unspecified)	-1	0.1	3	0.7
CC(=O)/C(C(=N)N1CCN(c2ccccc2)CC1)=C(/C)O	-6	-0.1	-4	0.0
COc1ccc(OC)c(NC(=O)CSc2n[nH]c(N)n2)c1	-1	0.1	12	1.8
Cc1ncc2c(c1CNC(=O)Cn1ccnc1)CCN(C(=O)/C=C/c1ccccc1)C2	-3	0.0	-5	1.1
Cc1nn(CCOP(=O)(c2ccccc2)c2ccccc2)c(=O)c2ccccc12	4	0.0	15	-1.3
COCCCNC(=O)/C(=C\c1cccc([N+](=O)[O-])c1)NC(=O)c1ccccc1	5	-0.2	0	-1.2
CCN(CC)CCN(C(=O)c1ccnn1C)c1nc2ccc(OC)cc2s1	-19	0.0	-2	0.5
O=C(Nc1ccccc1NC(=O)C1CC1)c1cccs1	14	0.0	-1	-0.1
CCC(=O)NNC(=O)c1ccc(C(C)(C)C)cc1	-32	0.1	5	0.5
COc1ccc(NC(=O)c2c(C(=O)O)cccc2[N+](=O)[O-])c([N+](=O)[O-])c1	-4	0.1	13	0.9
CCOC(=O)C1=C(O)C(=O)N(Cc2ccccc2)C1	·	0.5	5	-0.6
NC(=O)c1ccc(NC2OC(=O)c3ccccc32)cc1 (stereo unspecified)	2	0.2	-3	-1.4
Nc1nc(NCCO)cc(N2CCOCC2)n1	8	0.0	9	-0.6
CCOC(=O)CNC(=O)c1cc(Br)c(CC)s1	4	0.0	-2	0.7
CC1CCN(C(=O)c2ccccc2NC(=O)c2ccco2)CC1	-1	0.0	14	-0.5
COC(=O)C(C)Sc1ncc(-c2ccccc2)nn1 (stereo unspecified)	2	-0.1	3	-0.1
CCOC(=O)CNC(=O)CSc1nc(NCc2ccccc2)nc(N(C)C)n1	-8	-0.2	-5	-0.7
CCCOc1ccc(N)cc1N	6	-0.6	57*	1.1
COc1cccc(C2NC(=O)NC3=C2C(=O)N(CCO)C3)c1 (stereo unspecified)	11	0.1	4	-0.8

6 compounds out of the list, arranged by molar mass, high to low:
SMILES	TEAD-YAP block	FBW7 activator	MITF inh	GPR151 ag
Cc1nn(CCOP(=O)(c2ccccc2)c2ccccc2)c(=O)c2ccccc12	4	0.0	15	-1.3
COCCCNC(=O)/C(=C\c1cccc([N+](=O)[O-])c1)NC(=O)c1ccccc1	5	-0.2	0	-1.2
CC1CCN(C(=O)c2ccccc2NC(=O)c2ccco2)CC1	-1	0.0	14	-0.5
COc1cccc(C2NC(=O)NC3=C2C(=O)N(CCO)C3)c1 (stereo unspecified)	11	0.1	4	-0.8
COC(=O)C(C)Sc1ncc(-c2ccccc2)nn1 (stereo unspecified)	2	-0.1	3	-0.1
CCC(=O)NNC(=O)c1ccc(C(C)(C)C)cc1	-32	0.1	5	0.5

Compound profiles, from the list above. Screens in order: TEAD-YAP block	FBW7 activator	MITF inh	GPR151 ag
Cc1nn(CCOP(=O)(c2ccccc2)c2ccccc2)c(=O)c2ccccc12 is entered as 4	0.0	15	-1.3
CCOC(=O)C1=C(C)N=c2s/c(=C/c3cn(Cc4ccc(Cl)c(Cl)c4)c4ccccc34)c(=O)n2C1c1ccccc1 (stereo unspecified) is entered as -1	0.0	-1	-0.9

Reprinted at random: 4 entries already listed, in no set order.
SMILES	TEAD-YAP block	FBW7 activator	MITF inh	GPR151 ag
O=C(CN(C1CCCCC1)S(=O)(=O)c1ccc(Br)cc1)N1CCN(c2ccc(F)cc2)CC1	2	-0.2	-2	-1.1
CC1CCN(C(=O)c2ccccc2NC(=O)c2ccco2)CC1	-1	0.0	14	-0.5
CCN(CC)CCN(C(=O)c1ccnn1C)c1nc2ccc(OC)cc2s1	-19	0.0	-2	0.5
COC(=O)C(C)Sc1ncc(-c2ccccc2)nn1 (stereo unspecified)	2	-0.1	3	-0.1

Going on with the list:
SMILES	TEAD-YAP block	FBW7 activator	MITF inh	GPR151 ag
O=C(OC(C(=O)O)C(OC(=O)c1ccccc1)C(=O)O)c1ccccc1 (stereo unspecified) (tested in a mixture with another compound)	-8	-0.1	8	1.7
CCOC(=O)c1ccc2nc(C)cc(Nc3ccccc3OCC)c2c1	0	0.2	13	1.4
Cc1cc(OC(=O)c2cccc(C(F)(F)F)c2)c([N+](=O)[O-])c(=O)[nH]1	6	0.1	7	0.4
COC(=O)c1cccn1S(=O)(=O)c1ccc(F)cc1	-12	0.1	-9	0.3
Oc1oc(-c2ccccc2)nc1C=Nc1cccc(F)c1	-22	-0.1	-3	-0.2
Cc1ccc(C)c(NS(=O)(=O)c2ccc(Cl)cc2[N+](=O)[O-])c1	12	0.1	7	1.2
COCCn1c(C)cc(C(=O)CSc2nnc(NC3CCCCC3)s2)c1C	6	-0.1	6	-0.3
CCN(CC)c1ncnc2c1c(-c1ccccc1)cn2-c1ccc(F)cc1	7	0.1	2	-0.2
COP(=O)(OC)C(Nc1cccc(C(F)(F)F)c1)c1ccc([N+](=O)[O-])cc1 (stereo unspecified)	1	-0.1	-6	1.0
CCCN(CCC)C(=O)C(NC(=O)c1ccccc1NC(=O)c1ccc(OC)cc1)C(C)C (stereo unspecified)	-7	1.2	4	-0.6
CCC1CCc2c(sc(NC(=O)CCC(=O)O)c2C(N)=O)C1 (stereo unspecified)	6	-0.3	18	0.5
O=C(CC(C(=O)O)C1CCCO1)NC1CCCCC1 (stereo unspecified)	10	0.6	9	0.9
Brc1ccccc1-c1nnc2sc(-c3cnccn3)nn12	17	0.1	7	-0.7
Cc1ccc2c(Cl)c(C(=O)NCc3ccncc3)sc2c1	5	0.0	70*	-0.2
CN(C)c1ccc([N+](=O)[O-])cc1/C=N/NC(=O)c1ccncc1	3	0.1	-1	0.2
CCOc1ccc(/C=C/C(=O)NC(C)c2ccccc2)cc1 (stereo unspecified)	4	0.3	6	4.9
CSc1sccc1/C=N/Nc1cccc([N+](=O)[O-])c1	-2	-0.1	-10	0.0
O=C(CNc1ccc(Br)cc1)N/N=C/c1ccccc1O	2	0.0	14	1.2
COc1ccc2c(c1)C(c1ccc(F)cc1)(C(C)C)C(=O)N2 (stereo unspecified)	0	0.1	17	1.6
COc1ccc(NC(=O)CSc2nc3ncccc3[nH]2)c(OC)c1	-14	0.2	7	0.9
O=C(CSN1CN(c2ccccc2)C(COc2ccccc2)=N1)NC1CCCCC1	4	-0.2	-6	1.6
COc1ccc(N(C)C(=O)c2cccc(C(=O)N(C)c3ccc(OC)cc3)c2)cc1	15	-0.1	13	-0.8
CC1=C(C(=O)Nc2ccc(C)cc2)C(c2ccc(OC(=O)c3ccccc3)cc2)n2ncnc2N1 (stereo unspecified)	1	0.0	-6	0.9
Cc1cccc(-n2nc([N+](=O)[O-])c(=NCCc3ccccc3)n2O)c1	-8	-0.4	17	-0.8
CCOc1ccc(N(C)S(=O)(=O)c2ccc3[nH]cc(C(=O)NCCc4ccc(OC)c(OC)c4)c(=O)c3c2)cc1	-10	-0.2	4	0.5

More structures follow:
SMILES	TEAD-YAP block	FBW7 activator	MITF inh	GPR151 ag
O=[N+]([O-])c1cc(C(F)(F)F)c(Cl)cc1N1CCN(CCO)CC1	4	0.5	13	1.0
CC(=O)c1ccc(NC(=O)c2ccc(C)c([N+](=O)[O-])c2)cc1	-23	-0.4	-5	-0.6
COc1ccccc1NC(=S)NCC(OC)OC	5	0.4	16	0.4
COc1cc(/C=N/NC(=O)CCc2ccccc2)c([N+](=O)[O-])cc1OC	2	0.6	-11	-1.2
CC(=O)NC(CC(C)C)C(=O)NC(Cc1ccccc1)C(N)=O (stereo unspecified)	-2	2.5*	6	0.1
Cc1ccccc1CC1(CO)CCCN(C2CCOCC2)C1 (stereo unspecified)	-2	0.5	14	-0.3
O=C(CN1C(=O)NC2(CCN(Cc3ccccc3)CC2)C1=O)NCCc1ccccc1	0	0.3	20	-1.0
CC(C)(C)c1ccc(CSc2nsc(N)n2)cc1	-81	0.0	4	0.9
Cc1cc(C)c2nc(SCC(=O)Nc3cc(C(N)=O)cc(C(N)=O)c3)cc(C)c2c1	-11	0.1	-12	0.1
Cc1cc(-n2c(SCC(=O)Nc3nccs3)nc3[nH]ncc3c2=O)ccc1Cl	16	-0.1	-4	-0.7
O=C(CCN1CCOCC1)NNC(=O)Nc1cccc([N+](=O)[O-])c1	7	0.2	10	1.0
Nc1nc(NC2CC2)cc(NC2CCN(Cc3ccccc3)CC2)n1	3	-0.2	-3	3.5
CC(C)CC(c1nnnn1Cc1ccco1)N1CCN(c2ccccc2)CC1 (stereo unspecified)	-4	-0.1	26	0.8
Nn1c(SCC(=O)N2CCCCCC2)nncc1=O	0	-0.2	5	-0.7
Cc1ccc(OCc2nc(-c3ccccn3)no2)c(C)c1	27	-0.1	6	-6.0
CC(C)NC(=S)Nc1cccc2cnccc12	6	-0.1	9	-1.5
CC(C)N(C(=O)Cn1ccnc1)c1ccccc1	1	-0.2	4	0.0
Cc1ccc(C)n1-c1ccc(C(=O)N/N=C/c2cccc([N+](=O)[O-])c2)cc1	-8	-0.1	8	3.3
CCOC(=O)c1cc(Cc2ccccc2)sc1NC(=S)NN1CCOCC1	8	0.0	-7	0.1
Cc1cccc(NC(=O)CCC2CCN(C(=O)CSc3nncn3C)CC2)c1	-1	-0.1	1	-2.4
COc1ccc(CN2CCN(S(=O)(=O)c3ccc(C)c([N+](=O)[O-])c3)CC2)c(OC)c1OC	-2	0.2	21	0.2
CCN(CC)c1nc(Cl)nc(NCc2nc3ccccc3[nH]2)n1	-4	-0.1	-5	-0.5
COc1cc(NC(=O)CC(C)C)ccc1NC(=O)C(C)C	-5	0.7	15	-0.1
COc1ccccc1-n1c(SCC(=O)NC2CCCCC2)nc2c(sc(=S)n2CCc2ccccc2)c1=O	-6	0.1	-3	0.8
CCOC(=O)c1c(NC(=O)CSc2nnc(CNC(=O)COc3ccc(Cl)cc3)n2C2CCCCC2)sc2c1CCC2	-3	0.0	-2	0.5

Continued:
SMILES	TEAD-YAP block	FBW7 activator	MITF inh	GPR151 ag
Cc1ccc(C(C)C)c(OC(=O)c2nc3nccc(C)n3n2)c1	0	-0.2	-7	0.0
NC(=O)c1csc(-c2ccc(C(=O)NC3CC3)cc2)n1	-1	-0.1	3	-1.1
COc1ccc(OCCOc2c(Cl)cc(C=C3C(=O)NC(=O)NC3=O)cc2OC)cc1	-3	0.0	7	0.4
O=C(COC(=O)c1ccc(O)cc1)Nc1cccc(F)c1	1	0.0	2	3.4
CCOc1ccc(C(CC(=O)O)NC(=O)c2ccc(Cl)cc2)cc1OC (stereo unspecified)	-9	0.1	-18	0.1
Cc1nn2c(-c3ccccc3)cc(-c3ccccc3)nc2c1-c1ccccc1	11	-0.1	4	-0.3
Cc1ccc2c(c1)C1CC(C)(NC(=S)N1)O2 (stereo unspecified)	6	-0.1	-2	-0.9
COc1ccc(NC(=O)Cc2c(C(=O)O)[nH]c3ccccc23)cc1Cl	15	0.6	-9	-1.1
O=C1CCN(S(=O)(=O)c2ccccc2[N+](=O)[O-])CC1	0	-0.1	11	-1.5
O=[N+]([O-])c1ccccc1CNc1ccc2[nH]ncc2c1	10	0.0	5	1.2
CNC(=O)C(=O)NCC1OCCCN1S(=O)(=O)c1cc(F)ccc1F (stereo unspecified)	8	-0.1	10	1.4
c1ccc(CNc2ccnc3c(-c4cccc5ccccc45)cnn23)nc1	4	0.1	-12	-0.4
COc1cc(OC)cc(-c2cc3nc(C)c(C)c(N(C)CCO)n3n2)c1	-14	0.3	12	-1.1
OC(c1cccnc1)c1ccc2c(c1)CN(Cc1cnc(-c3ccccc3)s1)CCO2 (stereo unspecified)	-1	-0.1	8	0.5
COCCn1c(C2CC(=O)N(c3ccccc3C)C2)nc2ccccc21 (stereo unspecified)	-3	-0.3	-17	-1.1
O=C(N/N=C1\CC(=O)c2ccccc21)c1ccc(COc2ccccc2)cc1	-3	0.1	20	-10
COc1ccc(CNC(=O)Cn2nc(C)n3c(cc4cc(C)ccc43)c2=O)cc1	4	0.1	2	-0.6
CCn1cc(CN(C)C(=S)Nc2ccc(OC)c(OC)c2)c(C)n1	7	-0.1	8	1.5
CCC(=O)c1cn(CC(=O)OC)c2ccccc12	8	-0.2	6	-0.7
CCc1c(C)nc(N2CCN(S(C)(=O)=O)CC2)[nH]c1=O	-8	-0.2	1	0.7
CCc1nnc(NC(=O)c2nc3nc(C)cc(C)n3n2)s1	4	-0.1	13	0.4
Cc1cccc(CN2CCN(CC(=O)NCc3cccs3)C2=O)c1	3	0.1	1	-1.2
CC(=O)OCCCN1C(=O)c2ccc(Oc3cccc([N+](=O)[O-])c3)cc2C1=O	-2	-0.1	7	0.2
COc1cccc(C2C(=O)N(C3CCC(C)CC3)CC(=O)N2CCC2=CCCCC2)c1OC (stereo unspecified)	-5	0.0	-11	-0.9
COc1cc(C)nc(NC(=O)Nc2sc(NS(=O)(=O)c3ccc(C)cc3)nc2C)n1	4	-0.1	0	4.4

Random draw from the library (roughly 3.4% active in at least one column).
